# AID2073 – disruptors of CaV2.2 binding to Mint1 – biochemical, HTRF (AID 2073). inhibition, % at 20 µM; hits with a dose series show IC50 in µM. hit rate 0.19% among 290,000. HTRF protein-protein interaction, Mint1-CaV2.2; higher % means a stronger effect; in the data active = inhibition mostly above about 51%, no sharp cut-off; inconclusive = no clear call, values can overlap the other calls; inactive = mostly below about 53%; also: some results filed as inactive read as strong as hits
# Siah-1 displacement – blockers of Siah-1 interaction with plectin peptide – biochemical, fluorescence polarization, rhodamine-plectin, uHTS, primary screen (AID 1817); Siah-1 / rhodamine-plectin peptide fluorescence polarization; higher % means a stronger effect; displacement, % at 20 µM; hits with a dose series show IC50 in µM; hit rate 0.02% among 290,000;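 active = displacement of at least 50% at 20 µM, with a fluorescence ratio check between 0.3 and a set limit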;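 also: plate controls were Siah plus tracer with DMSO for no effect and tracer alone without Siah for full effect; strong numbers were not always called active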
# LYP inhibition – inhibitors of LYP phosphatase, biochemical, fluorescence intensity, uHTS (AID 1779); one-dose inhibition, % at 11.5 µM; IC50 in µM for titrated hits; recombinant LYP phosphatase, fluorescence intensity; higher % means a stronger effect; hit rate 0.054% among 290,000; in the data active = inhibition above about 50%;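 also: plate controls were vehicle with enzyme for no effect and no enzyme for full effect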
# The depositor's hits bear a star; ? = inconclusive. Not all compounds are listed, so the mix of outcomes need not match the whole.
# The opening 4 records (preview)
nr | AID2073 | Siah-1 displacement | LYP inhibition | mol
1 | 0% | 3% | 3% | CCCc1cc(C(=O)N2CCCC(N3CCN(c4ccccc4C)CC3)C2)n(C)n1 (configuration not stated)
2 | 11% | -5% | -5% | Cc1ccc(NS(=O)(=O)c2ccc3c(c2)CCN3C(=O)CCC(=O)O)cc1Cl
3 | -8% | -2% | 1% | O=[N+]([O-])c1ccc(C(O)CN2CCN(C/C=C/c3ccccc3)CC2)cc1 (configuration not stated)
4 | 3% | 9% | -7% | COc1ccc(N2CCN(CC(O)COc3ccc(C)c(C)c3)CC2)cc1 (configuration not stated)

# The listing (from the top)
nr | AID2073 | Siah-1 displacement | LYP inhibition | mol
1 | 0% | 3% | 3% | CCCc1cc(C(=O)N2CCCC(N3CCN(c4ccccc4C)CC3)C2)n(C)n1 (configuration not stated)
2 | 11% | -5% | -5% | Cc1ccc(NS(=O)(=O)c2ccc3c(c2)CCN3C(=O)CCC(=O)O)cc1Cl
3 | -8% | -2% | 1% | O=[N+]([O-])c1ccc(C(O)CN2CCN(C/C=C/c3ccccc3)CC2)cc1 (configuration not stated)
4 | 3% | 9% | -7% | COc1ccc(N2CCN(CC(O)COc3ccc(C)c(C)c3)CC2)cc1 (configuration not stated)
5 | 2% | 1% | -9% | CN(CC(=O)Nc1ccc(F)c(F)c1F)C(=O)c1ccc(=O)[nH]c1
6 | 4% | 2% | -6% | CCCCN(CC)CCNC(=O)c1cc2cc3ccc(Cl)cc3nc2o1
7 | 34% | -2% | -3% | COc1ccc(C(=O)C2CCCN(C(=O)CCNC(C)=O)C2)cc1OC (configuration not stated)
8 | 6% | -3% | -7% | CCOC(=O)c1cc(NC(=O)CN2CCCC2)cc(C(=O)OCC)c1
9 | -2% | 1% | -3% | CC(C)(C)n1nc2c(c1NC(=O)c1ccccc1C(F)(F)F)CS(=O)(=O)C2
10 | 3% | 0% | -9% | COc1cc(/C=C/c2cccc[n+]2C)ccc1OCC(=O)Nc1ccccc1C
11 | 18% | 12% | -10% | COc1ccc(NC(=O)CCC(=O)Nc2nnc(C3CCCCC3)s2)cc1
12 | 13% | -5% | -9% | COCCNC(=O)c1ccc(N2CC3CC(C2)c2cccc(=O)n2C3)c(NC(=O)c2c(F)cccc2F)c1 (configuration not stated)
13 | 4% | 4% | -1% | COc1ccc(/C=C2\CCC(C3CCCC3)C2=O)c(OC)c1OC (configuration not stated)
14 | 13% | 2% | -1% | COc1ccc(O)c(C(=O)c2cnn(-c3ccccc3)c2)c1
15 | 41% | 2% | -8% | CC(=O)c1ccc(NC(=O)CN2CCCC2)cc1
16 | 10% | 1% | -8% | Cc1ccc2c(c1)C(c1ccccc1)N(C(=O)CC(C)C)CC(=O)N2 (configuration not stated)
17 | -1% | 3% | -3% | CSc1ccccc1OCc1cc(C(=O)N[C@H]2CCCCNC2=O)no1
18 | 9% | 0% | -8% | Cc1ccc(C(C)C)c(OCC(=O)Nc2cccc(S(=O)(=O)NC3=NCCCCC3)c2)c1
19 | 2% | 6% | -7% | COC(=O)COc1ccc(-c2nccc(-c3ccccn3)n2)cc1
20 | 8% | -1% | -7% | Cc1ccc(S(=O)(=O)N2CCC(NC(=O)c3cccc(F)c3)CC2)cc1
21 | 15% | 17% | -12% | CC(=O)N1CCOc2ccc(S(=O)(=O)NCCc3ccccc3)cc21
22 | -2% | 4% | -10% | O=C(c1ccccc1)N1CCC2(CC1)NCCc1[nH]cnc12
23 | 4% | 1% | -7% | COc1ccc(N2CCN(C(=O)CCc3ccccc3OC)CC2)cc1
24 | 6% | 3% | -2% | O=C(NCCN1CCN(S(=O)(=O)c2ccccc2)CC1)C(=O)Nc1ccc(F)cc1
25 | -2% | -5% | -11% | CCC1CCCCN1C(=O)CSc1nc2ncccc2[nH]1 (configuration not stated)
26 | 36% | -1% | -5% | CCNc1c(NS(=O)(=O)c2ccc(C3CCCCC3)cc2)c(=O)oc2ccccc12
27 | -1% | -2% | -7% | CC1Cc2ccccc2N1C(=S)NC1CCCC1 (configuration not stated)
28 | 5% | 2% | -6% | Cc1ccc(CNC(=O)c2ccc(CS(=O)Cc3ccccc3Cl)o2)cc1 (configuration not stated)
29 | 7% | 0% | -12% | Cn1cnnc1SCC(=O)NC1CCCN(Cc2ccc(Cl)cc2)C1 (configuration not stated)
30 | 9% | 1% | -9% | CCCCn1c(-c2cccc3ccccc23)nc2cc3[nH]c(=O)c(C(C)C)nc3cc21
31 | -7% | 2% | -7% | CC(C)CN(C(=O)c1ccc(C(F)(F)F)cc1)c1c(N)n(CC(C)C)c(=O)[nH]c1=O
32 | 3% | 1% | -4% | O=C(OCc1ccccc1)/C(=C/c1cccc([N+](=O)[O-])c1)NC(=O)c1ccco1
33 | -13% | 0% | -4% | CC(C)(C)NC(=O)C(c1ccco1)N(Cc1ccc2c(c1)OCO2)C(=O)c1snc(C(N)=O)c1N (configuration not stated)
34 | -5% | 1% | -8% | COc1cc(CN(C)CC2CCCN(CCc3ccc(F)cc3)C2)c(Cl)cc1O (configuration not stated)
35 | 26% | 0% | -7% | CCn1cc(C(=O)N[C@@H](CCSC)C(=O)NCCN2CCOCC2)c(=O)c2cc3c(cc21)OCO3
36 | 32% | 2% | -1% | CN(C(=O)c1ccc2ccccc2c1)c1ccccn1
37 | 5% | 4% | -10% | Cc1cccc(CN2CCN(Cc3ccco3)CC2)c1
38 | 3% | 2% | -1% | O=C(CN(C(=O)Cn1nnc(-c2ccc(F)cc2)n1)c1ccc(F)cc1)NC1CCCC1
39 | -2% | 3% | -11% | CN(C)C1=NCCN1CCc1cccc(F)c1
40 | 16% | -4% | -6% | Cc1ccc(/C(N)=N/OC(=O)CN(C)S(=O)(=O)c2ccc(C)cc2)cc1
41 | 0% | 7% | -12% | CCc1ccc(CN2CCC(C(=O)Nc3ccc(-n4nc(C)cc4C)cc3)CC2)o1
42 | 10% | -3% | -9% | Cc1cccc(Cn2c(N3CCN(C)CC3)nc3c2c(=O)n(C)c(=O)n3C)c1
43 | 10% | -4% | -8% | Cc1cc(=O)c(C(=O)OC(C)C(=O)NC(N)=O)nn1-c1ccc(Cl)cc1 (configuration not stated)
44 | 2% | 1% | -10% | O=C(CCn1c(=O)oc2ccccc21)NCCCN1CCOCC1
45 | -1% | 7% | -5% | COc1ccc(-c2c(NC(=O)c3ccco3)oc3c(C)cccc3c2=O)cc1
46 | 5% | -1% | 3% | COc1cccc(CNC(=O)Cn2c(=O)n(CCC(=O)N3CCCCC3)c(=O)c3sccc32)c1
47 | -2% | -3% | -7% | CCOc1ccc(C2/C(=C(\O)c3ccc4c(c3)OCCO4)C(=O)C(=O)N2Cc2cccnc2)cc1OCC (configuration not stated)
48 | -1% | -2% | -11% | CCC(c1nnc(SCC(=O)N(C)c2ccccc2)n1Cc1ccccc1)N(C)C (configuration not stated)
49 | 8% | 3% | 2% | Cc1ccc(/C=N/NC(=O)C(C)Oc2cccc3ccccc23)o1 (configuration not stated)
50 | -7% | -1% | -6% | O=C(OCCN1C(=O)c2ccccc2C1=O)Oc1ccccc1
51 | -18% | -3% | -8% | Cc1ccc(OCC(=O)NNC(=S)NC(=O)C2CCCCC2)c(C)c1
52 | 3% | 3% | -5% | COC(=O)c1c(C(=O)OC)c(-c2cccc(Cl)c2)n2c1CS(=O)(=O)C2
53 | 11% | 3% | -2% | N#C/C(=C\c1ccc(F)c(Br)c1)C(=O)NC1CC1
54 | -3% | 30% | 0% | CCn1cc(C(=O)O)c(=O)c2cc(F)c(N3CCN(C(=S)NC(=O)c4ccccc4Br)CC3)cc21
55 | 4% | 2% | -5% | CC1CCCC(NC(=O)CCNC(=O)c2ccc([N+](=O)[O-])cc2)C1C (configuration not stated)
56 | -6% | 14% | -10% | FC(F)(F)c1cccc(NC(=S)N2CCCC2)c1
57 | -1% | 6% | -4% | Oc1ccc(N=Nc2ccc3ccccc3c2)cc1
58 | 1% | 3% | -8% | CCOc1cc(CN2CCc3c([nH]c4ccccc34)C2)ccc1OC
59 | 8% | 4% | -9% | CC(C)N(C(=O)Cn1cc(S(=O)(=O)CC(=O)Nc2ccccc2)c2ccccc21)C(C)C
60 | -11% | -1% | -9% | COc1ccccc1NC(=O)CCN1C(=O)c2ccccc2C1=O

# New compounds follow
nr | AID2073 | Siah-1 displacement | LYP inhibition | mol
61 | 0% | -1% | -5% | CCN1CCN(c2c(Cl)cccc2NC(=O)c2ccc([N+](=O)[O-])o2)CC1
62 | 1% | 2% | -7% | CC(=O)Nc1ccc(N(C(=O)Cc2cccs2)C(C(=O)NC2CCCC2)c2ccncc2)cc1 (configuration not stated)
63 | 7% | 1% | -8% | COc1ccc(OCC(O)CN2CCCC2)cc1 (configuration not stated)
64 | 4% | 2% | -5% | O=C(CCN1C(=O)/C(=C/c2cccs2)SC1=S)Nc1cccc(O)c1
65 | 0% | 1% | 0% | CC1Sc2ccc(S(=O)(=O)CCC(=O)NCc3ccc(Cl)cc3)cc2NC1=O (configuration not stated)
66 | 7% | 9% | -13% | Cn1c(CNC(=O)c2ccco2)nnc1SCCOc1ccccc1
67 | -10% | 12% | -8% | O=C(CSc1ccc2c(c1)OCCO2)Nc1ccc(Br)cn1
68 | 0% | 4% | -2% | CC(C)c1ccc(NC2CCCN(C(=O)c3cnsn3)C2)cc1 (configuration not stated)
69 | 1% | -3% | -8% | COc1cc(C(=O)Nc2ccc3c(c2)nc(C)n3C)cc(OC)c1OC
70 | -7% | -1% | -6% | Cc1ccc(S(=O)(=O)NC(=O)c2cccc(C)c2)cc1
71 | -8% | 0% | 1% | CC(=O)c1cccc(NC(=O)Nc2nc(C)cc(C)n2)c1
72 | 10% | -2% | -8% | CC1CCN(C(=O)COC(=O)Cc2c[nH]c3ccccc23)CC1

# Given as tab-separated lines: entries from further up
entry	mol	AID2073	Siah-1 displacement	LYP inhibition
68	CC(C)c1ccc(NC2CCCN(C(=O)c3cnsn3)C2)cc1 (configuration not stated)	0%	4%	-2%
71	CC(=O)c1cccc(NC(=O)Nc2nc(C)cc(C)n2)c1	-8%	0%	1%
69	COc1cc(C(=O)Nc2ccc3c(c2)nc(C)n3C)cc(OC)c1OC	1%	-3%	-8%
70	Cc1ccc(S(=O)(=O)NC(=O)c2cccc(C)c2)cc1	-7%	-1%	-6%
64	O=C(CCN1C(=O)/C(=C/c2cccs2)SC1=S)Nc1cccc(O)c1	4%	2%	-5%
61	CCN1CCN(c2c(Cl)cccc2NC(=O)c2ccc([N+](=O)[O-])o2)CC1	0%	-1%	-5%

# The list goes on:
nr | AID2073 | Siah-1 displacement | LYP inhibition | mol
73 | 26% | -6% | -9% | COc1ccccc1C(=O)Nc1ccnn1C1CCN(Cc2ncc[nH]2)CC1
74 | -44% | -10% | -4% | O=C(NCCc1ccc(O)c(O)c1)C1COc2ccccc2O1 (configuration not stated)
75 | ? | 15% | -10% | CCOc1ccc(CCNC(=O)Cn2nc(C)c3c(C)n(-c4ccccc4)nc3c2=O)cc1OCC
76 | -1% | 6% | -11% | O=C(N/N=C/c1ccc(OC(=O)c2ccco2)cc1)c1ccncc1
77 | -2% | -4% | -12% | Cc1cc(OCC(O)CN2CCOCC2)cc(C)c1Cl (configuration not stated)
78 | 6% | 9% | -10% | CC(CC(=O)N1CCN(S(=O)(=O)c2ccccc2)CC1)n1cncn1 (configuration not stated)
79 | 5% | 2% | -10% | Cc1ccc(NC(=O)N2CCCc3ccccc32)cc1C
80 | 1% | -4% | -3% | CN(CCCNC(=O)Cn1c(=O)c2cccn2c2ccccc21)Cc1ccccc1
81 | ? | -2% | -9% | Cc1ccc(OCc2cc(C(=O)N(C)CC3CCOCC3)no2)cc1C
82 | 13% | 4% | 1% | Cc1csc2ncnc(N3CCN(S(=O)(=O)c4cccc(C(F)(F)F)c4)CC3)c12
83 | 3% | 0% | -3% | Cc1cc(C)cc(C(=O)Nc2nc3ccccc3[nH]2)c1
84 | 4% | -1% | -2% | CCCCSCCCNC(=O)c1ccc(CS(=O)(=O)c2ccccc2OC)o1
85 | 4% | 11% | -11% | COCCC(=O)N1CCC(Oc2ccc(C(=O)N3CCCCC3CCO)cc2)CC1 (configuration not stated)
86 | -3% | 2% | -7% | Cc1ccc(OCC(=O)Oc2ccc(C(C)C)cc2)cc1
87 | -2% | -3% | -13% | O=C(NN=C1CCCC1)c1cccc(Br)c1
88 | 13% | 6% | -10% | CC(C)c1ccc(N(CC(=O)NC(C)(C)C)C(=O)CCC(=O)Nc2nccs2)cc1
89 | -14% | 2% | -7% | COc1cc(C(C(=O)NC2CCCC2)N(Cc2ccccc2)C(=O)c2snc(C(N)=O)c2N)ccc1O (configuration not stated)
90 | -2% | 11% | -10% | Cc1nc(N(C)Cc2ccccc2)c2c(C)c(C)sc2n1
91 | -2% | 5% | -7% | CCOCCCN(C(=O)CNC(=O)c1ccco1)C(C(=O)NC1CCCC1)c1cccc(OC)c1 (configuration not stated)
92 | 4% | 1% | -5% | Cc1ccc(NC(=O)CNCc2ccc(Cl)cc2Cl)cc1S(=O)(=O)N(C)C
93 | 4% | 3% | -4% | COc1ccc(N2CC(C(=O)N3CCN(c4ccccc4)CC3)CC2=O)cc1 (configuration not stated)

# Some of these compounds in order of count of non-hydrogen atoms, rising.
nr | AID2073 | Siah-1 displacement | LYP inhibition | mol
87 | -2% | -3% | -13% | O=C(NN=C1CCCC1)c1cccc(Br)c1
92 | 4% | 1% | -5% | Cc1ccc(NC(=O)CNCc2ccc(Cl)cc2Cl)cc1S(=O)(=O)N(C)C
88 | 13% | 6% | -10% | CC(C)c1ccc(N(CC(=O)NC(C)(C)C)C(=O)CCC(=O)Nc2nccs2)cc1

# Screens (PubChem)
